ELG1 repair inh – qHTS screen for small molecules that inhibit ELG1-dependent DNA repair in human embryonic kidney (HEK293T) cells expressing luciferase-tagged ELG1 | HEK293T ELG1-luciferase reporter, luminescence, 16 h; DNA damage induced by 5-fluorouridine | Potency, µM (titrated, usually from 46.1 µM), for the others: at the highest dose activity change, negative = inhibition, actives largely listed as inhibitors | 330,000 tested, 2.3% active | AID 504467, 2011; further: potency means the concentration at half of the fitted maximal effect; on the % scale 0 is the no-effect control and ±100 the full control effect; nearly all actives have a fitted effect of over 55% in size
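Reporter activity after DNA damage by 5-fluorouridine is monitored. Compound-treated cells incubate 16 hr at 37 °C, then ONE-Glo is added for 30 min before luminescence reading.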
TCR act – Activators of T cell receptors: qHTS campaign. Potency, µM (highest dose often 9.22 µM), without a hit: top-dose activation of IL-2 secretion, most hits filed as activators. 330,000 tested, under 10 active. primary human leukocytes, anti-CD3, IL-2 HTRF, 48 h; further: % of control where 0% means no effect
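HTRF read-out of IL-2 secretion: europium cryptate donor excited at 320nm, d2 acceptor emission at 665nm. Cells were primary human leukocytes incubated 48 hr with compounds and a-CD3 beads, supplying TCR signal only.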
AT treatment – qHTS Assay for Identifying a Potential Treatment of Ataxia-Telangiectasia; […] A-T fibroblasts, KAP-1 phosphorylation AlphaLISA; neocarzinostatin DNA damage 30 min before lysis; Potency, µM (doses to about 57.5 µM), without a hit: at the top dose activation, usual class: activators; 320,000 tested, 0.19% active; AID 485349, 2010; further: potency means the concentration at half of the fitted maximal effect; % of control where 0% means no effect; nearly all actives have a fitted effect of over 45% in size
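ATM-like activity read as KAP-1 phosphorylation via AlphaLISA donor/acceptor antibody pairs after lysis and 6 hr at 25C. Cells were ATM-null patient fibroblasts ([…], hTERT), dosed 60 min, then exposed to the DSB inducer NCS for 30 min.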
CXXC DNA block – qHTS Fluorescence Polarization Assay for Inhibitors of MLL CXXC domain - DNA interaction; MLL-CXXC / FITC-HOXA9 DNA fluorescence polarization; Potency, µM (series often up to 115 µM), inactives show at the highest dose activity change, negative = inhibition, usual class: inhibitors; Histone-lysine N-methyltransferase 2A (Homo sapiens), Q03164; 290,000 tested, 0.037% active; active means well fitted inhibition curve with a large enough effect in the polarisation, with a control signal flat, not every such curve was filed as active; inconclusive means small, poorly fitted or top-dose-only effect, or effect the other way, or a change in a side signal; inactive means no such curve, though single readings can be large or run the other way; the % refers to the polarisation; further: potency means the concentration at half of the fitted maximal effect
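Steps: dispense CXXC domain solution (7 uM) → pin compounds or unlabeled HOX-A9 DNA control → 5 min ambient → add FLSN-HOX-A9 solution (50 nM) → spin → 30 min ambient → fluorescence polarization. Tris pH 7.5/NaCl/DTT/BSA buffer.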
a7 integrin act – qHTS for Activators of Integrin-Mediated Alleviation for Muscular Dystrophy | Potency, µM (doses to about 38.3 µM), for inactives: top-dose activation, actives largely listed as activators | 350,000 tested, 0.064% active | alpha7betagal myoblasts, beta-gal FDG fluorescence, 48 h | AID 624291, 2012;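 further: potency means the concentration at half of the fitted maximal effect; 100% = response of the positive control SU9516; nearly all actives have a fitted effect of over 60% in size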
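alpha7betagal+/- myoblasts (passage 13, 250/well) treated 48 h at 37C with compounds at 1:260 dilution of DMSO stock. Lysed, then beta-galactosidase activity read as FDG fluorescence (ex 480/em 540) after 30 min, with pre-read for autofluorescence.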
BRCA1 expr act – qHTS Assay to Identify Small Molecule Activators of BRCA1 Expression. 380,000 tested, 1.1% active. MCF7-BRCA1-FFLuc reporter, luminescence, 48 h; response scale: scaled: vehicle 0%, 10 µM genistein 100%. Potency, µM (highest dose often 46.1 µM), for the others: at the top dose activation, usual class: activators; further: potency means the concentration at half of the fitted maximal effect; nearly all actives have a fitted effect of over 80% in size; some results filed as inactive show a strong effect at the top dose
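Using MCF7 cells harboring a BRCA1 firefly luciferase reporter, plated 2 h before compound pinning, the screen measured luminescence after 48 h incubation. Responses were normalized to DMSO and 10 microM genistein, then fitted for concentration-effect.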
TSG101-PTAP inh – qHTS Assay for Iinhibitors of HIV-1 Budding by Blocking the Interaction of PTAP/TSG101; Tumor susceptibility gene 101 protein (Homo sapiens), Q99816; Fluorescence polarization, FITC-PTAP peptide / Tsg101 binding; 340,000 tested, under 10 active; Potency, µM (doses to about 115 µM), inactives show at the highest dose activity change, negative = inhibition, hits mostly inhibitors; AID 493005, 2010; active means well fitted inhibition curve with a large enough effect in the main read-out, with a control signal flat, not every such curve was filed as active; inconclusive means small, poorly fitted or top-dose-only effect, or effect the other way, or a change in a side signal; inactive means no such curve, though single readings can be large or run the other way; further: potency means the concentration at half of the fitted maximal effect; % of control where 0% means no effect
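Compounds were pin-transferred onto Tsg101 binding domain (10 uM final) in HEPES pH 7.5 buffer, then FITC-PTAP peptide was added at 50 nM final. After 20 min at RT, polarization reported peptide displacement across a qHTS concentration series.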
B2AR arrestin – qHTS assay of beta-arrestin-biased ligands of beta2-adrenergic receptor; 330,000 tested, 0.02% active; Beta-2 adrenergic receptor (Homo sapiens), P07550; beta-arrestin recruitment to beta2AR, cell-based reporter; AID 492947, 2010; Potency, µM (highest dose often 46.1 µM), without a hit: top-dose activation, actives largely listed as activators;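 further: potency means the concentration at half of the fitted maximal effect; 0% = DMSO controls and full agonism = EC100 isoproterenol or metaproterenol; nearly all actives have a fitted effect of over 65% in size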
TRPV1 agonist – HTS Assay for Compounds that Act as Agonists of the Vanilloid Receptor 1; 320,000 tested, 0.19% active; Transient receptor potential cation channel subfamily V member 1 (Homo sapiens), Q8NER1; TRPV1-expressing cells, Fluo-8 calcium influx, agonist mode; activation, % at 8.33 µM; in the data active means activation above about 80%; inconclusive means between about 30% and that limit; further: 0% is about no effect
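Cells expressing TRPV1 were dye-loaded with Fluo-8 and read kinetically: 10 s baseline, 3 min after compound (agonist portion), then 2 min after EC20 capsaicin (allosteric enhancer portion). Calcium-bound dye fluorescence at 480/520 nm.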
p53 reactivation – qHTS assay for re-activators of p53 using a Luc reporter | H1299 p53-A138V BP100-luciferase reporter, luminescence, 24 h | Potency, µM (highest dose often 92.2 µM), without a hit: at the highest dose activity change, positive = activation, most hits filed as activators | 320,000 tested, 0.063% active | AID 504706, 2011; further: potency means the concentration at half of the fitted maximal effect; % of control where 0% means no effect; nearly all actives have a fitted effect of over 45% in size
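p53-null H1299 cells stably carrying temperature-sensitive p53-A138V and a BP100-luciferase reporter were pinned with compounds (4-point, 1:5 series) and held 24 hrs at 37 deg C. Luminescence was read 10 min after detection reagent.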
Numbers without * were called inactive; ? = inconclusive; . = no result given; [ ] = another dose, or the depositor's remark. Unless noted, the call rests on the fitted dose curve; in most records, active means well fitted curve in the direction sought with a large enough effect; inconclusive means small, poorly fitted or top-dose-only effect, or another doubt; inactive means no such curve, though single readings can be large; an effect the other way counts as inactive or inconclusive.

Order of values – B2AR arrestin	TRPV1 agonist	ELG1 repair inh	TCR act	AT treatment	CXXC DNA block	BRCA1 expr act	TSG101-PTAP inh	p53 reactivation	a7 integrin act
- O=C(O)COc1ccc(/C=N/NC(=O)COc2nsnc2N2CCOCC2)cc1
    0.5%	-1	4%	7%	2%	-8%	4%	-1%	0%	0%
- CCc1n[nH]c(=S)n1/N=C/c1cc(Br)c(O)c(OC)c1
    0.5%	-2	6%	2%	-8%	-17%	-2%	-5%	-4%	-31%
- O=C(O)CC(CP(=O)(c1ccccc1)c1ccccc1)C(=O)O (stereo not given)
    -0.2%	-2	1%	6%	-2%	-1%	3%	-9%	0%	-8%
- COc1ccccc1-c1nnc(NC(C)=O)s1
    -0.4%	2	?	-4%	-3%	4%	0%	-1%	?	33%
- COCCn1c(-c2ccccc2)nc2oc3cc(OC)ccc3c(=O)c2c1=O
    -0.3%	-2	-4%	-2%	3%	-2%	6%	-5%	-6%	27%
- CCCN(C(=O)CCNC(=O)Cn1cnc2ccccc2c1=O)c1cccc(C)c1
    -0.3%	-1	-3%	-2%	8%	-1%	5%	-4%	-1%	13%
- CNC(=S)N1CCC(NC(=O)C(Cc2ccc(OC)cc2)NC(C)=O)CC1 (stereo not given)
    0.5%	-1	8%	4%	2%	0%	-3%	-3%	-3%	?
- O=C1Cc2ccccc2Sc2ccc(O)cc21
    -0.7%	3	6%	0%[46.1 µM]	1%	5%	-1%	-2%	-17%	-6%
- O=C(NC(=S)NC1CCSC1=O)c1cccs1 (stereo not given)
    -0.9%	5	0%	1%[46.1 µM]	2%	12%	-15%	-6%	1%	-31%
- CCOC(=O)C1=C(CN2CCN(C(=O)c3ccco3)CC2)NC(=O)NC1c1ccc(F)cc1 (stereo not given)
    -0.9%	3	8%	-2%	-4%	-7%	-12%	-2%	-2%	-14%
- CCOc1ccccc1N1C(=O)CC(Sc2nccc(C)n2)C1=O (stereo not given)
    -1.2%	3	12%	-1%	-3%	-6%	-30%	2%	.	-12%
- Cc1c(C(=S)Nc2ccccc2)cnn1-c1ccccc1
    -0.6%	27	21%	3%	0%	9%	7.9µM*	-4%	8%	15%
- O=C(CNC(=O)c1ccc(-c2ccccc2)cc1)OCc1c(Cl)cccc1Cl
    -0.9%	3	17%	-8%[46.1 µM]	14%	0%	-29%	-1%	5%	8%
- O=C(O)c1ccn(CSc2cc(Cl)ccc2Cl)n1
    -0.2%	0	15%	-2%	-1%	.	5%	-7%	14%	17%
- CCOC(=O)C1CCN(C(=O)c2ccc(S(=O)(=O)Nc3ccccc3Cl)cc2)CC1
    0.3%	3	-6%	4%	-3%	.	-2%	-5%	-10%	-7%
- COc1ccc(OC)c(NC(=O)c2c(NC(=O)CCC(=O)O)sc3c2CCCCC3)c1
    -1.0%	2	-2%	-3%[46.1 µM]	2%	-6%	-15%	-4%	-18%	18%
- O=S(=O)(NCc1ccncc1)c1ccccc1
    0.2%	-2	?	.	-3%	7%	-43%	-3%	-1%	1%
- COc1cc(/C=N/n2nnnc2N)ccc1OCc1c(C)no[n+]1[O-]
    0.0%	-1	-3%	1%[46.1 µM]	-4%	-4%	-37%	-1%	1%	-33%
- COc1ccc(-c2sc3cc(OC)ccc3c2-c2ccc(OCCN3CCOCC3)cc2)cc1
    0.2%	.	-17%	19%[46.1 µM]	1%[11.5 µM]	.	-54%	-2%	-7%	-6%
- C1CN(CC2CCN(c3nc4nonc4nc3N3CCSCC3)CC2)CCO1
    -0.8%	14	10%	2%	9%	7%	0%	-3%	-1%	-3%
- CC(C)Nc1nc(NC(C)C)nc(OCCOC(=O)Nc2ccccc2)n1
    0.5%	6	?	-3%	-1%	-4%	70%	-4%	10%	0%
- CCOC(=O)c1ncn2c1C(=O)OC2(C)C
    0.0%	10	-2%	-1%	-10%	-7%	6%	-6%	4%	16%
- C/C(N)=C(/C#N)C(=O)COC(=O)c1ccc(NC(N)=O)cc1
    -0.3%	0	3%	-1%	-8%	-10%	3%	-8%	1%	-18%
- O=S(=O)(c1ccccc1F)N1CCC(c2nc3ccccc3[nH]2)CC1
    0.0%	?	?	-3%	2%	-4%	-17%	-6%	-2%	14%
- NC(=O)C1CCCN(C(=O)c2ccc(Cl)cc2)C1 (stereo not given)
    0.0%	-2	19%	.	-2%	-1%	-3%	-7%	3%	25%
- CC1(C)C2CC=C(/C=N/NC(=O)c3ccccc3Br)C1C2 (stereo not given)
    -0.4%	1	9%	2%[46.1 µM]	-2%	12%	1%	-3%	6%	-10%
- O=C(Nc1ccc(S(=O)(=O)N2CCCC2)cc1)c1c(F)cccc1F
    -0.8%	?	-9%	1%	-3%	1%	-4%	0%	-17%	35%
- CCC(C)COC(=O)c1ccc(C(=O)O)cc1 (stereo not given)
    -0.4%	.	-6%	5%	5%	-16%	33%	-2%	-2%	-2%
- COc1ccc(OC)c(CC(=O)Nc2cc(S(=O)(=O)N3CCCCC3)ccc2C)c1
    0.0%	-3	-22%	0%	18%	.	-36%	-2%	-9%	-13%
- CCCC(C(=O)NC1CCCC1)N(Cc1ccc(F)cc1)C(=O)c1snc(C(N)=O)c1N (stereo not given)
    -0.9%	4	-1%	3%	4%	2%	-24%	3%	-3%	-19%

Order of values – B2AR arrestin	TRPV1 agonist	ELG1 repair inh	TCR act	AT treatment	CXXC DNA block	BRCA1 expr act	TSG101-PTAP inh	p53 reactivation	a7 integrin act
- COc1ccc(C(=O)Cn2c(NCCO)nc3ccccc32)cc1OC
    0.5%	0	-5%	11%[46.1 µM]	-3%	15%	-12%	-4%	-15%	-1%
- CCC(=O)Nc1ccc2c(c1)nc(CN1CCCCC1)n2C
    0.3%	1	0%	-3%	2%[11.5 µM]	14%	2%	-7%	-2%	10%
- COc1ccc(C2/C=C\CN(C(=O)c3ccc(C)cc3)[C@H](Cc3ccccc3)C(=O)N2Cc2ccc(F)cc2)cc1 (stereo not given in full)
    -0.2%	?	?	4%	-26%	2%	-31%	-18%	-2%	-18%
- CCN1C[C@@H]2[C@@H]3C(=O)N(C)C(=O)[C@@H]3[C@](C)(C1=O)N2C(=O)c1ccc(C(F)(F)F)cc1
    .	.	.	4%	.	.	-6%	-2%	.	-15%
- CCC(C(=O)Nc1cccc(OC)c1)n1nc(C)c2c(C)n(-c3ccccc3)nc2c1=O (stereo not given)
    -0.3%	-1	?	-2%	-1%	-5%	-7%	1%	0%	-27%
- CCOC(=O)c1oc2ccccc2c1COC(=O)CNC(=O)c1cc(OC)c(OC)c(OC)c1
    -0.3%	6	-16%	-1%	9%	.	-4%	-5%	4%	-23%
- CC(C)(C)C(=O)NC(c1ccccc1)c1c(O)ccc2ccccc12 (stereo not given)
    0.4%	22	3%	2%	9%	-24%	10%	-4%	0%	?
- Cc1cccc[n+]1CC(=O)c1ccc2c(c1)OCCO2
    0.3%	-2	?	-2%[46.1 µM]	-3%	-5%	6%	-4%	0%	2%
- CC12CCC(=O)C=C1CCC1C2CCC2(C)C(C(=O)CO)CC(O)C12 (stereo not given)
    .	.	.	-27%	.	.	-4%	3%	.	14%
- CCOC(=O)C(Cc1ccccc1)C(=O)Nc1ccc(NC(=O)C(Cc2ccccc2)C(=O)OCC)cc1 (stereo not given)
    -0.1%	3	?	-1%[46.1 µM]	-6%	-2%	1%	-8%	-32%[inhibitor]	-15%
- [N-]=[N+]=NC[C@H](Cc1ccccc1)N1CC[C@@H](NC(=O)OCc2ccccc2)CCC1=O
    -0.7%	2	?	-4%	0%	-3%	0%	-1%	.	-5%
- COc1ccccc1CNC(=O)Cn1cc2c(n1)CCCC2
    -0.3%	10	3%	7%	15%	-6%	-5%	-1%	-3%	7%
- COc1ccccc1N1CCN(C(=O)c2cccc(Oc3ccccc3)c2)CC1
    -0.8%	19	-14%	-3%	4%	7%	-35%	-3%	-2%	25%
- CCCn1c(SCC(=O)N2CCOCC2)nnc1-c1ccncc1
    -0.7%	-2	10%	-1%	5%	2%	-5%	0%	2%	34%
- CS(=O)(=O)c1ccccc1-c1nnc(NC(=O)COc2ccc(Cl)cc2)o1
    -2.2%	-2	0%	-3%	0%	.	-13%	0%	-3%	1%
- CC(C)c1ccc(C(=O)NCCCN(C)C)cc1
    0.0%	-2	6%	4%[46.1 µM]	-3%	2%	-1%	-2%	-8%	5%

Source: PubChem (National Center for Advancing Translational Sciences (NCATS))

Not a hit list; any-hit rate near 3.8%.
